D2 potentiator – D2 dopamine receptor (human) potentiation | P14416 | HEK293 T-REx D2, calcium flux, EC20 dopamine potentiation | potentiation, % at 10 µM | 340,000 compounds, 0.34% hits | AID 485347;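 active = potentiation over 3 SD above the plate norm, cut at about 30% in these data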; note: 0% is about no effect
Target sequence (P14416 whole entry, looked up): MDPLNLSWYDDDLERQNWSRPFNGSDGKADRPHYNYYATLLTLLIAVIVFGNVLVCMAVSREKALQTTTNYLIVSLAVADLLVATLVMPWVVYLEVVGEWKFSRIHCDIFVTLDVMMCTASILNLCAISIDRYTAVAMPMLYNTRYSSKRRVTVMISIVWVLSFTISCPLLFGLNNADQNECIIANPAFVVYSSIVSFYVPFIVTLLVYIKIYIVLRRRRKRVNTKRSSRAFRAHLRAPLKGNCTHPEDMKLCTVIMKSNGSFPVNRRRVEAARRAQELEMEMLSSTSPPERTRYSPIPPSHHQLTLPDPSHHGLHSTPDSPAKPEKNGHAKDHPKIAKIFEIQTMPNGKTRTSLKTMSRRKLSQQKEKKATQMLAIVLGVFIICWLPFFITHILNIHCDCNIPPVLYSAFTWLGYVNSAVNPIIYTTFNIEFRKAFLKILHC
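Tetracycline-induced Hek293 Trex D2 cells, force-coupled to calcium, loaded with no-wash calcium dye. Compound added with 180 s kinetic read for agonism, then EC20 dopamine and a further 180 s read for potentiation.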
D1 potentiator – enhances dopamine response at the human D1 receptor; P21728; HEK293 TREx D1 cells, calcium flux, dopamine EC20 potentiation; potentiation, % at 10 µM; 360,000 compounds, 0.036% hits; AID 504651; in the data active = potentiation above about 30%; note: 0% is about no effect
Target sequence (P21728 whole entry, looked up): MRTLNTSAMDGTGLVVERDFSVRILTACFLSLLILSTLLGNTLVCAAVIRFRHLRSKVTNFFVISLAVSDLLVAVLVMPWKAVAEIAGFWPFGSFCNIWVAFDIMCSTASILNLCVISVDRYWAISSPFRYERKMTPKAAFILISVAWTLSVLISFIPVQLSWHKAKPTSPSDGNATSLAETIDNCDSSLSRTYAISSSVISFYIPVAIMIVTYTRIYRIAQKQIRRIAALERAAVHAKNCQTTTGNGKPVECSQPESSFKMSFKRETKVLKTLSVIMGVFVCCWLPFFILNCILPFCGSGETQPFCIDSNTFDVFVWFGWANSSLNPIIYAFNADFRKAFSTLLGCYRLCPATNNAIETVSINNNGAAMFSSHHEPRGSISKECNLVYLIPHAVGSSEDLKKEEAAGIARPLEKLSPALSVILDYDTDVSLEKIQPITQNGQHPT
Glioma ERSR ind – ER stress response induction in glioma; U87-MG GRP78 promoter luciferase reporter, 16 h; Potency, µM, for inactives: top-dose activation, actives largely listed as activators; 420,000 compounds, 0.02% hits; AID 602332; note: potency is the fitted concentration of half-maximal effect; series mostly up to about 76 µM; % of control where 0% means no effect; nearly all actives have a fitted effect of over 35% in size
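Stably transfected U87-MG human glioma cells carrying a GRP78-based luminescent sensor were seeded at 1000 cells/well, pin-dosed with compounds and incubated 16 h. Luciferase reagent was then added, and end-point luminescence was read after 10 min at room temperature.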
RXFP1 antagonist – blocks the human relaxin receptor RXFP1. HEK293-RXFP1, relaxin-stimulated cAMP HTRF, 30 min; hits give low values. 350,000 compounds, 0.59% hits. AID 1259400. Q9HBX9. activity change, negative = inhibition, % at 57.5 µM;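 active = activity change of -60% or lower, but not beyond a set lower limit; inconclusive = change between -60% and -40%, or beyond the set limit; inactive = change above -40%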; note: % is set by controls: 0 for no effect and ±100 for the full control effect
D1 antag – human D1 dopamine receptor antagonism. P21728. HEK293 TREx D1 cells, calcium flux, dopamine EC80; hits give low values. activity change, negative = inhibition, % at 10 µM. 360,000 compounds, 3.2% hits. AID 504652; in the data active = activity change below about -30%; note: % is set by controls: 0 for no effect and ±100 for the full control effect
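HEK293 T-REx cells expressing inducible, force-coupled D1 receptor; no-wash Ca dye, 30–90 min RT. Cmpd → 180 s read at 1 Hz → EC80 DA → 180 s read.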
RXFP1 agonist – RXFP1 (human) receptor agonism; Potency, µM (titrated, usually from 57.5 µM), for the others: at the highest dose activation, hits mostly activators; Q9HBX9; HEK293T-RXFP1 cAMP TR-FRET, 30 min; response scale: percent of porcine relaxin response, buffer zero; AID 2676; 370,000 compounds, 0.3% hits; note: potency is the fitted concentration of half-maximal effect; % is set by controls: 0 for no effect and ±100 for the full control effect; nearly all actives have a fitted effect of over 60% in size; many of its hits are not listed in these tables
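Agonist response is measured as cAMP accumulation in an RXFP1-transfected HEK293T line under PDE4 inhibition. Values are scaled between buffer-only and 29 nM porcine relaxin, and EC50s come from standard Hill equation fits.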
D1 agonist – agonists of human D1 dopamine receptor. AID 504660. 360,000 compounds, 1% hits. P21728. HEK293 T-REx D1 cells, calcium flux, agonist mode. activation, % at 2 µM; in the data active = activation above about 30%; note: 0% is about no effect
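Tetracycline-induced HEK293 TREx D1 cells, force-coupled to calcium signalling, were dye-loaded with a no-wash calcium kit. Compound was pin-added after a 10 s baseline. Fluorescence was read kinetically at 1 cycle/s for 180 s, with calcium rises flagged as agonism.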
Vif-A3F inh – blocks the Vif interaction with APOBEC3F | Potency, µM (top dose mostly 46.1 µM), for inactives: top-dose activity, negative = active | HeLa A3F-eYFP + Vif (tagged APOBEC3F with the HIV-1 protein that degrades it), YFP fluorescence increase | 390,000 compounds, 0.2% hits; note: potency is the fitted concentration of half-maximal effect; % of control where 0% means no effect; nearly all actives have a fitted effect of over 65% in size
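HeLa cells stably expressing Vif plus C-terminally eYFP-tagged A3F were seeded, incubated overnight at 37 deg C, dosed with compound, incubated overnight again at 37 deg C. Yellow fluorescence (Ex 488/Em 500-530) reported blocked Vif-mediated A3F-eYFP degradation.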
Vif-APOBEC3G blk – blocks the Vif interaction with human APOBEC3G | HeLa A3G-eYFP + Vif (tagged APOBEC3G with the HIV-1 protein that degrades it), YFP fluorescence, overnight | 410,000 compounds, 0.076% hits | Potency, µM (highest dose often 46.1 µM), without a hit: at the highest dose activity, negative = active, usual class: inhibitors | Q9HC16;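 note: potency is the fitted concentration of half-maximal effect; % is set by controls: 0 for no effect and ±100 for the full control effect; nearly all actives have a fitted effect of over 60% in size; hits raise eYFP signal because A3G escapes Vif-driven loss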
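Read-out is eYFP fluorescence (Ex 488/Em 500-530) from Vif-expressing HeLa A3G-eYFP cells; more signal means A3G escaped Vif-mediated degradation. Cells plated overnight, compound pinned in, incubated overnight at 37 deg C.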
* hit, by the source's call; ? = inconclusive; . = no result given; & = joins results of further samples. Unless noted, calls come from the whole dose curve; as a rule, active = well fitted curve in the direction sought with a large enough effect; inconclusive = small, poorly fitted or top-dose-only effect, or another doubt; inactive = no such curve, though single readings can be large; an effect the other way counts as inactive or inconclusive. Only part of the results is shown. The share of hits here may be higher or lower than overall.

Value order – Vif-A3F inh	D1 antag	D1 agonist	RXFP1 antagonist	Vif-APOBEC3G blk	D2 potentiator	Glioma ERSR ind	D1 potentiator	RXFP1 agonist
> CC(=O)Nc1ccc(NC(=O)c2ccnn2C)cc1
 : -2%	.	.	16	-6%	.	-2%	.	.
> CCN1C(=O)C(Cc2nc3ccccc3c(=O)n2C)c2ccccc21 (centres undefined)
 : 2%	-3	1	-10	-10%	0	-4%	-4	2.3%
> O=C(c1nc2ncccn2n1)N1CCN(c2ccc(F)cc2)CC1
 : 3%	3	1	-7	1%	31*	-5%	8	2.0%
> CN(C)c1cccc(C(=O)Nc2cccc(S(=O)(=O)NC3=NCCC3)c2)c1
 : -2%	2	1	0	0%	7	3%	5	-0.2%
> OCC[C@H]1C[C@@H](O)[C@H](O)[C@]2(Cc3ccccc3O2)O1
 : -2%	-5	2	.	0%	-2	-3%	-5	1.8%
> CCc1ccccc1NC(=O)/C(=C/c1ccco1)c1ccccc1
 : -2%	19	7	-28	-6%	8	-5%	5	0.3%
> CCOC(=O)C1CCCN(C(=O)c2cc3ccccc3oc2=O)C1 (centres undefined)
 : 10%	.	1	-5	1%	-9	0%	-1	2.0%
> Cc1cc(-c2ccccc2)[nH]c(=O)c1C#N
 : 0%	3	1	-10	-3%	3	0%	-4	1.2%
> CON(C)c1nc(OCC#N)nc(N(C)C)n1
 : -3%	-6	-1	-3	-1%	9	-2%	6	1.7%
> Cc1ccc(C2CC(=O)NC(SCC(=O)OCc3ccccc3)=C2C#N)o1 (centres undefined)
 : -5%	.	-2	7	?	-10	-4%	-2	-0.3%
> COC(=O)c1ccccc1NC(=S)NC(NC(=O)COc1ccccc1)C(Cl)(Cl)Cl (centres undefined)
 : ?	-3	2	-13	-1%	0	-1%	-4	1.2%
> Cc1cc(NC(=O)CSc2nnc(NC(=O)C3CC(=O)N(c4ccccc4)C3)s2)no1 (centres undefined)
 : -27%	-46*	3	-4	-4%	7	-1%	-8	4.3%
> CCOC(=O)C1=C(O)C(=O)N(CCCn2ccnc2)C1c1ccc(C)cc1 (centres undefined)
 : 2%	8	4	0	-1%	7	-1%	3	2.0%
> Cc1ccc(NCC(=O)N/N=C/c2cccn2C)cc1
 : 1%	7	3	-7	2%	18	6%	-3	-5.0%
> O=C(COC(=O)COc1cccc(C(F)(F)F)c1)NC1CCS(=O)(=O)C1 (centres undefined)
 : -2%	19	3	-5	-2%	7	-4%	-2	0.8%
> COc1ccc(C(=O)NCC2(c3ccc(OC)c(OC)c3)CCCC2)c(OC)c1
 : 2%	1	1	-6	2%	8	-3%	-3	1.5%
> COc1ccc(Cl)cc1NC(=O)C(C)N1CCN(C/C=C/c2ccccc2)CC1 (centres undefined)
 : 7%	7	1	-13	0%	-16	-8%	-2	1.1%
> COc1ccc(CNc2cc(-c3ccc(OC)cc3)nc3nncn23)cc1
 : 1%	7	5	.	-5%	12	-2%	2	0.7%
> CC(C)C(c1nnnn1C1CCCC1)N1CCCc2ccccc21 (centres undefined)
 : -3%	-23	1	-10	-6%	9	-3%	-3	0.4%
> Cc1nc(S/C(C(=O)O)=C2/C(=O)Nc3ccccc32)n[nH]1
 : 0%	21	2	4	-1%	-13	-3%	15	-0.9%
> COc1cccc(/C=C/C(=O)OCCN2C(=O)c3ccccc3C2=O)c1
 : 10%	-9	5	2	-1%	.	4%	4	-1.6%
> Cc1ccc(NC(=O)c2cc(S(=O)(=O)N3CCOCC3)cn2C)cc1F
 : 1%	-13	1	-11	0%	3	-2%	-4	1.6%
> COCC(=O)Nc1cccc(-c2nc3cccnc3s2)c1
 : 0%	-3	1	14	4%	-12	-2%	-3	-6.1%
> Cc1cc(-c2ccccc2)nc(N/N=C/c2ccc(O)cc2O)n1
 : 2%	0	6	0	2%	12	1%	-5	1.6%
> COc1ccc(Cl)cc1C=CC=Nc1ccccc1O
 : 2%	.	.	-37	?	.	2%	.	.
> Cc1cc(C)c(NC(=S)N(CCN(C)C)Cc2cccs2)c(C)c1
 : -4%	-2	11	-20	0%	-5	-4%	-1	-0.7%
> COc1ccccc1NS(=O)(=O)c1cccc(C(=O)N/N=C/c2cn(-c3ccccc3)nc2-c2ccccc2)c1
 : 1%	20	5	-15	-9%	-4	-1%	-7	2.0%
> CCOc1ccccc1N1CC(C(=O)NNC(=O)c2cc(OC)c(OC)c(OC)c2)CC1=O (centres undefined)
 : -6%	11	0	2	1%	10	-5%	-7	0.1%
> Cc1ccccc1CN1CCN(C(=O)c2ccco2)CC1
 : ?	8	1	-4	2%	-28	0%	-5	-3.4%
> Cc1ccc2oc(C(=O)N3CCN(Cc4ncccc4C)CC3)c(C)c2c1
 : 2%	-3	3	-6	1%	5	-1%	-14	-0.4%
> Cc1ccc(N2CCN(S(=O)(=O)c3ccc4c(c3)n(C)c(=O)c(=O)n4C)CC2C)cc1 (centres undefined)
 : -2%	2	3	-3	-2%	-4	-4%	-1	0.5%
> Cc1ccc2cc(C(c3nnnn3Cc3ccccc3)N3CCc4ccccc43)c(=O)[nH]c2c1 (centres undefined)
 : 0%	7	0	6	2%	2	-4%	1	-0.2%
> COCCn1ccc2c(OCC(=O)NCc3ccc(C)cc3)cccc2c1=O
 : 4%	-7	1	-8	1%	-2	-3%	0	0.8%
> Cc1nc(-c2ccc(F)cc2)c(CC(=O)Nc2cccc(S(=O)(=O)N3CCOCC3)c2)s1
 : -21%	4	1	-6	1%	-4	-2%	-9	2.0%
> CCOC(=O)c1c(C)[nH]c(C(=O)OCC(=O)Nc2cc(C)c(Cl)cc2OC)c1C
 : .	4	1	-10	-8%	.	-6%	-5	1.7%
> Cc1cc(C)c(S(=O)(=O)Nc2ccc(O)cc2)c(C)c1
 : -4%	-20	7	17	-1%	-2	-4%	-3	-1.0%
> CN(Cc1ccccc1)Cc1nc2c(c(=O)n(C)c(=O)n2C)n1Cc1ccc(Cl)cc1
 : -3%	3	0	14	1%	-11	-3%	2	0.5%
> CC(NC(=O)CC1CCCCC1)c1ccccc1 (centres undefined)
 : 11%	5	2	-14	0%	-6	-6%	-6	4.2%
> CC/C(=N\NS(C)(=O)=O)c1ccccc1
 : 3%	-10	3	5	0%	2	-1%	-7	0.4%
> O=C(CN1C(=O)c2cccc3cccc1c23)Nc1ccccc1C(=O)NCc1ccco1
 : -4%	.	.	0	-4%	.	10%	.	.
> O=C(Nc1ccc2c(c1)[C@@H]1C[C@@H](CC(=O)N3CCCCC3)O[C@@H](CO)[C@@H]1O2)NC1CCCCC1
 : -1%	.	.	-2	-3%	.	-2%	.	.
> O=C1CCCN2N=C(SCC(=O)Nc3ccc([N+](=O)[O-])cc3)SC2=N1
 : -1%	0	7	14	-6%	-2	-7%	2	-1.7%
> CNC(=O)CNC(=O)Nc1ccc(Cl)c(Cl)c1
 : 5%	-18	1	-3	0%	2	-5%	-7	-0.2%
> CCOc1cccc(/C=N/Nc2nc(N3CCCC3)nc(N3CCCC3)n2)c1O
 : -3%	-23	2	2	0%	11	1%	-2	-1.2%
> CCC(=O)Nc1cccc(NC(=O)c2cc3ccccc3o2)c1
 : 4%	-9	1	1	1%	-18	-2%	-8	0.1%
> O=C(Cn1nc(C(F)F)cc1C(F)F)NNC(=S)Nc1ccc(F)cc1
 : -5%	.	2	5	-2%	3	-2%	0	0.6%
> O=C(NNc1nc2cc3c(cc2s1)OCO3)c1ccccc1
 : -3%	3	-1	.	-9%	-8	-2%	-3	6.3%
> COc1cc(NC(=O)CSc2nnc(Cn3nnc4ccccc43)n2C)cc(OC)c1
 : -9%	-1	0	3	0%	12	-5%	5	1.3%
> COCCNC(=O)Cn1c(=O)n(Cc2ccc(C(=O)NCCc3ccc(OC)c(OC)c3)cc2)c(=O)c2ccccc21
 : 0%&-2%	-17&3	1&0	-8	0%&3%	7&11	-4%&-3%	-4&-3	1.5%&-0.7%
> COc1ccc(Br)cc1CNC(=O)CCC(=O)n1nc(C)c2ccccc21
 : -2%	6	3	-27	7%	-3	1%	2	-3.4%
> CC(C)(C)OC(=O)NCCC(=O)N/N=C/c1ccc2ncccc2c1
 : 3%	-9	3	-6	-5%	1	-4%	-5	1.7%
> COc1ccccc1NC(=O)CSc1nnc(CSc2nc(C)cc(C)n2)o1
 : -1%	-12	2	1	0%	3	-2%	-1	-0.1%
> CC(=O)NCc1cc(Cl)c2cccnc2c1O
 : .	0	1	.	.	.	.	-6	0.9%
> Cc1ccc2c(C)c(C(=O)N(Cc3ccc(N(C)C)cc3)Cc3ccco3)oc2c1C
 : .	13	2	-3	.	5	.	1	-0.2%
> O=C(Cn1nc(-c2ccccc2)oc1=O)OCC(=O)c1ccc(F)c(F)c1
 : -9%	-2	1	5	1%	4	-2%	-4	-1.3%
> COc1cccc(OCCNc2cc(Cl)ccc2[N+](=O)[O-])c1
 : -1%	-2	7	-7	-6%	13	6%	8	2.0%
> CC1(C)C2CCC1(CS(=O)(=O)Nc1ccc(S(=O)(=O)N3CCCCC3)cc1)C(=O)C2 (centres undefined)
 : 5%	-1	1	.	-3%	13	-3%	-6	3.2%
> CS(=O)(=O)c1ccc2nc(NC(=O)CCNC(=O)c3ccccc3Cl)sc2c1
 : -2%	3	7	-14	-9%	6	0%	-9	-0.7%
> CC1Cc2ccccc2N1S(=O)(=O)c1cccc(C(=O)N2CCN(c3ncccn3)CC2)c1 (centres undefined)
 : 0%	-18	2	1	-9%	.	-1%	-4	2.4%
> COc1ccccc1NC(=O)C(C)OC(=O)CSCC(=O)Nc1cc(C)on1 (centres undefined)
 : 2%	-4	-1	-3	-1%	8	-3%	-13	0.0%
> COc1ccc(S(=O)(=O)Cc2ccc(C(=O)N3CCN(c4ccccc4)CC3)o2)cc1
 : -10%	-12	4	.	6%	-6	-4%	-8	0.7%
> O=C(Oc1ccc([N+](=O)[O-])cc1)c1cc(-c2ccccc2)nc2ccccc12
 : -10%	2	2	-7	-1%	-1	6%	-11	0.3%

Assay outcomes as filed in PubChem.
